Epigenetic derep – regulators of epigenetic silencing causing reporter derepression in mouse cells; Potency, µM (highest dose often 53.9 µM), inactives show at the top dose GFP activation, actives largely listed as activators; actives 0.2% (n = 280,000); murine LDR cells, GFP reporter derepression, 30 h; active = well fitted activation curve with a large enough effect; inconclusive = small, poorly fitted or top-dose-only effect; also: % of control where 0% means no effect; nearly all actives have a fitted effect of over 60% in size
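GFP-positive cell count by laser-scanning cytometry (objects 20–120 um) after 30 h, 37 C compound exposure of murine LDR cells; reporter is CMV-GFP integrated at a silenced locus, inducible by HDAC or DNMT inhibitors.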
An asterisk follows results filed as active; ? = inconclusive. Potency is read from the fitted curve at half-maximal effect. This is a subset; the hit share may differ from the screen's.

| SMILES | Epigenetic derep |
| --- | --- |
| Cc1cccc(CNC(=O)c2ccc(NC(=O)N3CCSc4ccccc43)cc2)c1 | -2.9% |
| Cc1cc(C)c2c(n1)SCCN2C(=O)Nc1ccc(C(=O)Nc2cc(Cl)ccc2C)cc1 | 5.5% |
| Cn1c(=O)c2c(n3c4ccccc4nc13)NC(=O)CC2c1ccccc1F (centres undefined) | -3.7% |
| COCCN1C(=O)c2oc3ccc(C)cc3c(=O)c2C1c1ccc(C(=O)OC)cc1 (centres undefined) | 1.0% |
| CC1CCCCN1Cc1c(O)ccc2c(=O)c(-c3ccc(Cl)cc3)coc12 (centres undefined) | 0.0% |
| O=C(Nc1cccc(C(=O)OCc2cc(=O)n3c4c(sc3n2)CCCC4)c1)c1ccccc1 | -1.0% |
| COC(=O)C(CCSC)NC(=O)Cn1ncc2c([nH]c3ccccc32)c1=O (centres undefined) | -1.2% |
| COc1cccc(-c2nnc3n(Cc4ccc(C)cc4)c(=O)c4ccccc4n23)c1O | -0.2% |
| Cc1ccc2nc(-c3ccc(NC(=O)COc4ccc(Cl)c(C)c4)cc3)sc2c1 | -1.6% |
| COc1ccccc1-c1nc2c(c(SCc3cccc(Cl)c3)n1)Cc1c(CO)cnc(C)c1O2 | -0.2% |
| CCc1ccc(NC(=O)C2CCCN(S(=O)(=O)c3ccc4[nH]c(=O)ccc4c3)C2)cc1 (centres undefined) | 2.9% |
| CCC(C)NC(=O)C1CCN(C(=O)c2cc3sccc3n2Cc2ccc(Cl)cc2)CC1 (centres undefined) | 0.0% |
| CCOc1ccc(OCC)c(Nc2ccc3cc(S(=O)(=O)N4CCCC4)ccc3n2)c1 | -3.0% |
| Cc1cccc2c1N(Cc1ccccc1OCCC(C)C)C(=O)C2=O | -3.4% |
| COc1ccc(-c2nnc(SCC(=O)c3ccc([N+](=O)[O-])cc3)o2)cc1OC | 0.1% |
| CC(=O)c1ccc(N2CCN(C3C(=O)c4ccccc4N3C(C)=O)CC2)cc1 (centres undefined) | 0.7% |
| COc1cc(NC(=O)Cn2c(=O)oc3cc(S(=O)(=O)N4CCCCCC4)ccc32)cc(OC)c1 | -1.1% |
| Cc1ccc(CNc2ccc(-c3nc(-c4ccco4)no3)cc2[N+](=O)[O-])cc1 | 1.1% |
| Cc1cccc(NC(=O)c2sc(-n3nc(C)c(CCC(C)C)c3C)nc2C)c1 | 0.8% |
| Cc1cc(C)cc(-n2c(SCC(=O)N3CCCCC3)nc3c([nH]c4ccccc43)c2=O)c1 | 0.0% |
| O=C(NCc1cccc(Cl)c1)c1ccc(NC(=O)N2CC3CCCN3c3ccccc32)cc1 (centres undefined) | 2.4% |
| CC(=O)c1cc(-c2ccccc2)n(CCC(=O)NCCc2ccccc2)c1C | -0.2% |
| CCOc1ccc(NC(=O)CCNS(=O)(=O)c2cccc3nonc23)cc1 | 1.3% |
| CCCc1nnc(NC(=O)Cc2coc3c(C)c(C)ccc23)s1 | -1.0% |
| O=C(Cn1ncn2c(cc3cc(F)ccc32)c1=O)NC1CCCCC1 | 0.8% |
| Cc1oc2ncn(C)c(=O)c2c1C(=O)N1CCN(c2ccccc2)CC1 | -2.6% |
| CCOC(=O)c1cc(OC(=O)c2cc(OC)c(OC)c(OC)c2)n(-c2ccccc2)n1 | 1.0% |
| CCc1ccc(C2C(C(=O)Nc3ccccc3OC)=C(C)Nc3nc(SCc4ccccc4)nn32)cc1 (centres undefined) | -1.8% |
| Cc1cccc(C(=O)Nc2cccc(C(=O)OCc3cc(=O)n4nc(C(C)C)sc4n3)c2)c1 | 6.8% |
| COc1ccc(C(F)(F)F)cc1NC(=O)c1sc2nc(-c3cccs3)ccc2c1N | -0.9% |
| Cc1ccccc1-c1nc2cc(NC(=O)COc3ccc(F)cc3)ccc2o1 | 1.6% |
| Cc1ccc(NC(=O)Cn2nnc(C(=O)NCc3ccc4c(c3)OCO4)c2N)cc1Cl | 3.8% |
| Cc1ccc(-n2c(=O)c3ccccc3n(CC(=O)Nc3cccc(C(F)(F)F)c3)c2=O)cc1 | -1.8% |
| O=c1ccc2cc(S(=O)(=O)Nc3ccc(F)c(Cl)c3)ccc2[nH]1 | 0.0% |
| COc1cc(OC)cc(-n2c(=O)c3sccc3n(Cc3cc(=O)n4c(C)cccc4n3)c2=O)c1 | 2.7% |
| CCOc1ccccc1C(=O)Nc1cc2c(cc1N1CCCCC1)n(C)c(=O)n2C | 3.2% |
| O=C(OCc1cc(=O)n2nc(-c3cccs3)sc2n1)c1ccccc1 | 1.5% |
| Cc1nn(-c2ccc(N3CCCCC3)nn2)c(C)c1CCC(=O)Nc1ccc(F)cc1F | 0.0% |
| Cc1ccc(N(CC(=O)NCCc2ccc(Cl)cc2)S(=O)(=O)c2c(C)noc2C)cc1 | 7.9% |
| Cc1ccc(-n2nc(C)c3c(C)cc(=O)n(CC(=O)Nc4cccc(C)c4C)c32)cc1 | 0.0% |
| Cc1ccc(-n2c(CCC(=O)O)ccc2-c2cccs2)cc1Cl | 7.9% |
| CC1CCN(S(=O)(=O)c2cc(C(=O)NCCc3ccccc3)n(C)c2)CC1 | 1.7% |
| CCOC(=O)Cc1ccc(NC(=O)NCc2ccc3c(c2)CCN3C(=O)CC)cc1 | 1.7% |
| Cc1ccc(OCC(=O)Nc2ccccc2C(=O)OCc2cc(=O)n3ccsc3n2)cc1C | 0.9% |
| CCc1ccc(CNC(=O)CCC(=O)N2Cc3cccc(OC)c3Oc3ncccc32)cc1 | -0.4% |
| CCOC(=O)N1CCC(NC(=O)c2cnn(-c3ccc(C)cc3)c2C2CCN(C(=O)OC(C)(C)C)CC2)CC1 | -1.3% |
| COc1ccc(C(=O)Cn2c(=O)c(-c3cc(C)ccc3NC(C)=O)nc3ccccc32)cc1 | -3.7% |
| CC(C)c1ccc(/C=C(\C#N)c2nc(-c3ccc(O)cc3)cs2)cc1 | 4.0% |
| Cc1ccc(S(=O)(=O)c2nc(-c3ccco3)oc2SCc2ccc(F)cc2)cc1 | -1.1% |
| Cc1ccc(CCNC(=O)CCCn2c(=O)c3ccccc3n(CC(=O)Nc3cc(Cl)ccc3C)c2=O)cc1 | 5.3% |

Later entries
| SMILES | Epigenetic derep |
| --- | --- |
| O=C(CCSCc1cnn(-c2ccccc2)c1-n1cccc1)NCc1ccccc1F | -1.4% |
| CCc1ccccc1NC(=O)[C@H](Cc1ccccc1)N1Cc2ccccc2C1=O | -0.3% |
| COc1ccc(CNC(=O)C(CCSC)NS(=O)(=O)c2ccc3c(c2)oc(=O)n3C)cc1 (centres undefined) | 0.0% |
| Cc1ccccc1OCCSc1nc2ccc(NC(=O)c3cccc(F)c3)cc2s1 | -1.6% |
| CCCCNC(=O)C1CCC(CNS(=O)(=O)c2ccc(Cl)cc2)CC1 (centres undefined) | 1.1% |
| O=C(Nc1sc2c(c1C(=O)Nc1cccc(Cl)c1)CCCC2)c1cccs1 | 0.0% |
| CCc1cc2c(cc3c(=O)n(CC(=O)N4CCN(c5cc(Cl)ccc5C)CC4)ncn32)s1 | 2.2% |
| COc1ccc(Cn2ccc3nc(C)c(C(=O)Nc4ccc(F)cc4)cc3c2=O)cc1 | 11% |
| CCOc1ccc(-c2nc(SCC(=O)c3ccccc3)n[nH]2)cc1 | 1.1% |
| CCOc1ccccc1C(=O)Nc1ccc(S(=O)(=O)Nc2onc(C)c2C)cc1 | -0.5% |
| CCn1c(=O)c2sccc2n2c(CCCC(=O)N3CCN(c4ccccc4OC)CC3)nnc12 | 5.6% |
| CCOc1cc2sc(N3CCC(C(=O)Nc4ccccc4Cl)CC3)nc2cc1Br | 0.0% |
| Cc1cc(Nc2cccc(Cl)c2C)n2nc(Cc3ccccc3)nc2n1 | -2.9% |
| O=C(CSc1nc2ccccc2nc1Cc1ccccc1)N1CCN(c2ccccc2)CC1 | 0.7% |
| COc1cccc(C(=O)Nc2nc3nc(C)c(C)c(=O)n3[nH]2)c1 | -2.0% |
| CCOc1ccc(NC(=O)CC2C(=O)N(c3ccc(OC)cc3)C(=O)N2C2CCCCC2)cc1 (centres undefined) | 0.0% |
| O=C1CCCc2cc(S(=O)(=O)NCC3CCC(C(=O)Nc4ccc(Cl)cc4)CC3)ccc2N1 (centres undefined) | 0.0% |
| CCn1cc(C(=O)N2CCN(c3cccc(Cl)c3)CC2)c(=O)c2cc(S(=O)(=O)N3CCOCC3)ccc21 | 2.7% |
| CC(C)CNC(=O)C(=O)Nc1c2c(nn1-c1ccccc1)CS(=O)(=O)C2 | -0.1% |
| COc1ccc2c(c1)c1c(c(=O)n(Cc3ccccc3)c(=O)n1CC(=O)Nc1cc(C)cc(C)c1)n2C | -0.5% |

Next part
structure	Epigenetic derep
COc1cc(NC(=O)c2cc3nc(-c4ccc(C)cc4)cc(C(F)(F)F)n3n2)cc(OC)c1OC	-1.6%
O=C(O)CSc1nnc(-c2ccc(O)cc2)o1	-0.2%
CCC(Sc1nnc(C)n2c1cc1occc12)C(=O)Nc1ccccc1OC (centres undefined)	-5.4%
COc1ccccc1C(=O)Nc1ccc(NC(=O)c2cccs2)cc1	-0.8%
CCOCCCNc1nc2c(S(=O)(=O)c3ccc(CC)cc3)nnn2c2ccc(Cl)cc12	0.0%
CC1CCN(S(=O)(=O)c2nnc(NC(=O)c3cccc(Br)c3)s2)CC1	0.0%
CC1CCCN(C(=O)Cn2ncc3c([nH]c4ccccc43)c2=O)C1 (centres undefined)	-1.2%
Cc1ccc2c(c1)c1c(c(=O)n(Cc3ccccc3)c(=O)n1Cc1cccc(C(F)(F)F)c1)n2C	7.6%
Cc1cc(F)ccc1NC(=O)CCS(=O)(=O)c1ccc2c(c1)CC(C)N2C(=O)C1CC1 (centres undefined)	-0.9%
Cc1cc(C)cc(-n2ccnc2SCC(=O)Nc2ccc3c(c2)OCO3)c1	0.0%
N#Cc1ccccc1CN1C(=O)c2ccccc2Sc2ccc(C(=O)OCc3ccco3)cc21	-1.7%
N#Cc1cc2c(=O)n3ccccc3nc2n(-c2nnc(SCc3ccccc3Cl)s2)c1=O	-2.0%
Cc1ccc(Cl)cc1NC(=O)CSc1nc2ccccc2nc1Cc1ccccc1	?
Cc1cc(-c2ccc(C)c(S(=O)(=O)NCc3cccc(Br)c3)c2)on1	6.9%
O=C(Nc1nonc1-c1ccc(Br)cc1)c1ccco1	-1.9%

Another view of some results above.
Cc1cc(C)cc(-n2ccnc2SCC(=O)Nc2ccc3c(c2)OCO3)c1
  Epigenetic derep: 0.0%
Cn1c(=O)c2c(n3c4ccccc4nc13)NC(=O)CC2c1ccccc1F (centres undefined)
  Epigenetic derep: -3.7%
Cc1cccc(CNC(=O)c2ccc(NC(=O)N3CCSc4ccccc43)cc2)c1
  Epigenetic derep: -2.9%
CCc1ccc(NC(=O)C2CCCN(S(=O)(=O)c3ccc4[nH]c(=O)ccc4c3)C2)cc1 (centres undefined)
  Epigenetic derep: 2.9%

Continued:
structure	Epigenetic derep
O=C(Cn1ncc2ccsc2c1=O)N1CCN(c2ccc(F)cc2)CC1	3.4%
O=C(COc1ccccc1Cl)OCc1cc(=O)n2nc(C3CC3)sc2n1	1.1%
O=C(Cn1cc(S(=O)(=O)Cc2cccc(Cl)c2)c2ccccc21)Nc1ccccc1Cl	1.2%
O=C(NCc1cccc(Cl)c1)C1CCN(c2nn3cc(-c4ccc(F)cc4)nc3s2)CC1	-0.2%
CCCOc1ccc(-c2nn(-c3ccccc3)cc2C2NC(=O)NC(C)=C2C(=O)OC(C)C)cc1 (centres undefined)	-0.1%
CCc1ccc(NC(=O)C(=O)NCCc2csc(-c3cccc(F)c3)n2)cc1	3.4%
CCCCN(CC)C(=O)c1nn(-c2ccc(OC)cc2)c(=O)c2c1c1ccccc1n2C	-0.9%
O=C(Nc1ccc2nc(SCCOc3ccccc3)sc2c1)c1ccco1	0.0%
COc1ccc(S(=O)(=O)N(CC(=O)Nc2cc(C)ccc2OC)Cc2ccccc2)cc1	-1.6%
O=C(CN1C(=O)COc2ccc(S(=O)(=O)N3CCCCCC3)cc21)N1CCN(c2cccc(Cl)c2)CC1	-0.1%
COc1ccc(S(=O)(=O)NCCc2csc3nc(-c4cccc(C)c4)nn23)cc1F	4.6%
O=C(NC1CCCC1)c1ccc(CSc2nc3cccnc3n2Cc2ccc(F)cc2)cc1	-1.2%
COc1cccc(NC(=O)C(Cc2ccccc2)N2Cc3ccccc3C2=O)c1 (centres undefined)	0.8%
CC(C)OCCCn1c(SCC(=O)Nc2ccc(F)cc2)nc2c(sc3ccccc32)c1=O	3.4%
CC(C)c1nn2c(=O)cc(COC(=O)c3ccccc3NC(=O)c3cccs3)nc2s1	-4.1%

Fetched by compound from above:
structure	Epigenetic derep
CC(C)c1nn2c(=O)cc(COC(=O)c3ccccc3NC(=O)c3cccs3)nc2s1	-4.1%
COc1cccc(NC(=O)C(Cc2ccccc2)N2Cc3ccccc3C2=O)c1 (centres undefined)	0.8%

3 of the entries above in order of their number in Epigenetic derep, falling.
| compound | Epigenetic derep |
| --- | --- |
| COc1cccc(NC(=O)C(Cc2ccccc2)N2Cc3ccccc3C2=O)c1 (centres undefined) | 0.8% |
| O=C(NCc1cccc(Cl)c1)C1CCN(c2nn3cc(-c4ccc(F)cc4)nc3s2)CC1 | -0.2% |
| O=C(NC1CCCC1)c1ccc(CSc2nc3cccnc3n2Cc2ccc(F)cc2)cc1 | -1.2% |

Next results
structure	Epigenetic derep
CCn1cc(C2N3CC4(CC)CN2CC(CC)(C3)C4=O)c2ccccc21 (centres undefined)	4.2%
Cc1ccccc1-n1nc(CO)c(C(=O)NCc2cccnc2)n1	?
CCc1ccc(C(=O)Nc2cccc(-c3nc4cc(C(C)C)ccc4o3)c2)cc1	-1.1%
COc1ccc(NC(=O)Nc2nnc(N3CCCCCC3)s2)cc1	-2.6%
CCOC(=O)c1c(Nc2ccc(OC)cc2)nnc(-c2ccccc2)c1-c1ccccc1	-1.3%
O=C(CSc1nc2ccccc2nc1Cc1ccc(Cl)cc1)N1CCCc2ccccc21	-1.0%
O=c1c2sc3ccccc3c2n(Cc2ccccc2F)c(=O)n1Cc1ccccc1	-0.9%
COc1ccc2cc(CNc3ccc(C)cc3)c(=O)n(CC(=O)Nc3cccc(Cl)c3C)c2c1	-1.2%
Cc1ccc(CCNC(=O)c2cc3sccc3n2Cc2ccc(Cl)cc2)cc1	2.1%
CCOC(=O)C1CCCN(S(=O)(=O)c2ccc3c(c2)CCCN3C(C)=O)C1 (centres undefined)	0.0%
